Screens deposited in PubChem BioAssay by Southern Research Specialized Biocontainment Screening Center.
M. tuberculosis: growth inhibition of non-replicating M. tuberculosis (AID 488890); Mycobacterium tuberculosis non-replicating, growth inhibition; higher % means a stronger effect; inhibition, % at 25 µM, or IC50 in µM where a hit was titrated; actives 0.39% (n = 320,000); in the data active = a potency from the dose series; inconclusive = inhibition mostly from about 82% at the one dose, without a potency; inactive = the rest, 99 in 100 with inhibition below about 76%;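 also: plate controls were DMSO cells for no effect and high antibiotic wells for full effect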
VEEV TC-83 Vero: inhibitors of VEEV TC-83 cytopathic effect, confirmation, Vero cells (AID 588727); one-dose inhibition, % at 20 µM; IC50 in µM for titrated hits; Vero cells, VEEV TC-83 cytopathic effect inhibition; higher % means a stronger effect; actives 0.13% (n = 350,000); in the data active = a potency from the dose series; inconclusive = inhibition mostly from about 14% at the one dose, without a potency; inactive = the rest, 99 in 100 with inhibition below about 12%; also: strong numbers were not always called active
H1N1 NS1A inhibition: NS1A inhibition, H1N1 influenza, cell based functional assay (AID 504329); NS1A functional cell-based assay, percent inhibition; higher % means a stronger effect; actives 0.3% (n = 340,000); one-dose inhibition, % at 12.5 µM; IC50 in µM for titrated hits; in the data active = a potency from the dose series; inconclusive = inhibition above about 27% without an active follow-up result; also: strong numbers were not always called active
M. tuberculosis HTS: M. tuberculosis growth inhibition, HTS (AID 449762); M. tuberculosis H37Rv growth inhibition, 7H9 media; higher % means a stronger effect; inhibition, % at 25 µM, or IC50 in µM where a hit was titrated; actives 0.59% (n = 330,000); in the data active = a potency from the dose series; inconclusive = inhibition above about 70% without an active follow-up result;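 also: bacterial growth assessed after seven days of incubation; strong numbers were not always called active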
Salmonella PhoP GFP: Inhibition of PhoP regulon, Salmonella typhi GFP reporter cells, confirmation, 4 h (AID 1850) | Salmonella Typhi PhoP-promoter GFP reporter, fluorescence, 4 h; higher % means a stronger effect | inhibition, % at 50 µM; hits with a dose series show IC50 in µM | actives 0.33% (n = 310,000); in the data active = a potency from the dose series; inconclusive = inhibition mostly from about 25% at the one dose, without a potency; inactive = the rest, 99 in 100 with inhibition below about 19%;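 also: 0% = induced wells with vehicle and 100% = uninduced wells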
VEEV TC-83 Vero 10K pilot screen: recorded beside VEEV TC-83 Vero, whose call it bears; inhibition, %; measured here: 10K pilot screen inhibition
An asterisk follows results filed as active; i = inactive; ? = inconclusive; / = not tested or not shown.

SMILES	M. tuberculosis	VEEV TC-83 Vero	H1N1 NS1A inhibition	M. tuberculosis HTS	Salmonella PhoP GFP	others
Cc1cccc(C)c1NS(=O)(=O)c1cc2c3c(c1)CC(=O)N3CCC2	16%	0.6%	2%	-8%	-1%
CCOc1ncccc1C(=O)Nc1cccc(S(=O)(=O)NC2=NCCC2)c1	-8%	4.5%	-13%	-9%	/
CCCCCCCCCCNC(=O)C(=O)Nc1ccccn1	?	0.3%	6%	96%	-5%
CCn1cc(/C=C(\NC(=O)c2ccccc2Cl)C(=O)N2CCN(C)CC2)c2ccccc21	/	0.6%	8%	/	/
C/C(=N/NC(=O)c1ccc(Cl)cc1Cl)c1cccnc1	3%	0.4%	-11%	-7%	-1%
O=C(O)c1cc(NC(=O)c2cccc(C(=O)Nc3cc(C(=O)O)cc(C(=O)O)c3)c2)cc(C(=O)O)c1	5%	0.2%	-6%	0%	3%
Cc1ccc(-c2nc3ccccc3c(=O)o2)cc1	?	0.6%	-6%	13%	-8%
CC(NC(=O)CN1CCN(Cc2cccc(F)c2)CC1)c1ccccc1 (centres undefined)	11%	0.2%	-20%	8%	-1%
Cc1ccc(NC(=O)Cc2nc(CCl)cs2)cc1	49%	i	0%	3%	3%
Nc1ccc(S(=O)(=O)N2CCCC2C(=O)O)cc1 (centres undefined)	-1%	8.2%	-4%	-7%	-8%
Cc1ccc(Cn2ncc3c(N4CCN(c5ccc(C)cc5)CC4)ncnc32)cc1	-2%	i	-1%	0%	10%
CC(C)(C)C1CCC(CN2CCC(CN3C(=O)C(=O)NC[C@@H]3Cc3ccccc3)CC2)CC1 (some centres undefined)	/	0.3%	-4%	/	/
CC(C)(C)NC(=O)CSc1nnc(-c2ccccn2)n1-c1ccccc1	-2%	i	-5%	-1%	-13%
CCNc1nc(NCC)n2c(SCC(=O)c3ccccc3Cl)nnc2n1	32%	2.1%	0%	5%	6%
COc1cccc(CN(C)CC(=O)NC(=O)NCc2ccccc2)c1	24%	i	4%	/	-2%
COc1ccc(CNC(=O)C(c2ccccc2F)N(C(=O)c2csnn2)C2CC2)cc1 (centres undefined)	-10%	8.6%	0%	2%	-6%
Cc1ccc(CSc2ncnc3c2cnn3-c2ccccc2)cc1	59%	1.5%	0%	11%	-5%
Cc1ccc(C)c(NC(=O)CSc2ccc(-c3cccs3)nn2)c1	-11%	i	16%	-10%	-8%
COc1ccc(OC)c(C2C(C(N)=O)=C(C)Nc3nc(CCCO)nn32)c1 (centres undefined)	/	0.3%	-4%	-1%	/
C[C@]12c3[nH]c4ccccc4c3CCN1C(=O)C(CC(=O)NCc1cccc(C(F)(F)F)c1)C[C@@H]2C(=O)N1CCOCC1 (some centres undefined)	10%	i	-18%	4%	/
Cc1ccc(Cl)cc1N1CCN(c2cccc[n+]2C)CC1	40%	i	-5%	9%	-2%
O=S(=O)(NC(=NC1CCCC1)C(F)(F)F)c1ccccc1	-7%	0.1%	-1%	0%	-11%
COC1=C(C)C(=O)C2=C(C1=O)C(CO)N1C(C#N)C3CC4C(C1C2N1CCOC41)N3C (centres undefined)	/	1.1%	5%	/	/
CC(NC1CCCC1)c1ccccc1 (centres undefined)	3%	0.4%	-10%	-1%	-21%
O=C(N/N=C/c1ccc(O)cc1O)/C(=C/c1ccccc1)CCO	8%	12%	10%	-1%	8%
O=C(Nc1cccc([N+](=O)[O-])c1)NC1CCS(=O)(=O)C1 (centres undefined)	-1%	3.5%	-7%	-2%	-3%
CN(C)c1ccc(/C=C(\NC(=O)c2ccccc2)C(=O)NCc2ccncc2)cc1	-2%	2.8%	-7%	-4%	10%
CCOc1cc(C)c(S(=O)(=O)N2CCCC2)cc1C	17%	i	-4%	-4%	4%
CC1Cc2nc(SCC(=O)Nc3nc4ccccc4s3)n(C)c(=O)c2S1 (centres undefined)	65%	7.6%	10%	-4%	-9%
O=C(Nc1cccc(Br)c1)c1ccc(CN2CCc3ccccc3C2)cc1	56%	4.5%	6%	56%	-1%
Cc1ccc(S(=O)(=O)N2CCCOC2CNC(=O)C(=O)NC2CCCC2)cc1 (centres undefined)	-6%	1.9%	-4%	-17%	-3%
CCC(=O)OCC(=O)[C@@]1(OC(=O)CC)[C@@H](C)C[C@H]2[C@@H]3CCC4=CC(=O)C=C[C@]4(C)[C@@]3(Cl)[C@@H](O)C[C@@]21C	60%	i	1%	54%	7%
CCc1nc(Nc2ccc(F)cc2)c2oc3ccccc3c2n1	25%	6.1%	-24%	55%	6%
COc1ccc(S(=O)(=O)Oc2cccc(/C=N/N=C3/NC(=O)C(CC(=O)O)S3)c2)cc1 (centres undefined)	-2%	1.6%	12%	-3%	8%	VEEV TC-83 Vero 10K pilot screen=0.1
Cc1ccc(NC(=O)CCC(=O)NNC(=O)c2ccco2)cc1C	64%	3.9%	-1%	?	-1%
Cc1cc(C)cc(-n2c(C)c3c(C)nnc(C)c3c2C)c1	16%	i	20%	63µM*	2%

Grouped by structure: the entries above containing a CF3 group (two)
SMILES	M. tuberculosis	VEEV TC-83 Vero	H1N1 NS1A inhibition	M. tuberculosis HTS	Salmonella PhoP GFP	others
C[C@]12c3[nH]c4ccccc4c3CCN1C(=O)C(CC(=O)NCc1cccc(C(F)(F)F)c1)C[C@@H]2C(=O)N1CCOCC1 (some centres undefined)	10%	i	-18%	4%	/
O=S(=O)(NC(=NC1CCCC1)C(F)(F)F)c1ccccc1	-7%	0.1%	-1%	0%	-11%

Next section:
SMILES	M. tuberculosis	VEEV TC-83 Vero	H1N1 NS1A inhibition	M. tuberculosis HTS	Salmonella PhoP GFP	others
COc1ccc(/C=C/C(=O)NC(=S)NNC(=O)c2cccnc2)cc1	-14%	3.2%	-3%	2%	-5%
COc1ccccc1C(=O)NNC(=O)c1ccncc1	5%	i	-4%	-6%	14%
Cc1ccccc1-c1nc(C#N)c(N2CCCCC2)o1	11%	0.1%	5%	-2%	1%
CCC12CN3CC(CC)(CN(C1)C3c1c(O)ccc3ccccc13)C2=O (centres undefined)	/	8.1%	-6%	/	/
Cc1cc(C(=O)Nc2c(F)cc(F)cc2Br)no1	-6%	0.7%	-2%	2%	-7%
O=C(CN1C(=O)NC2(CCCCCCC2)C1=O)NCc1ccccc1	0%	1.1%	-4%	2%	/
S=c1nc(-c2ccccc2)n(CCCn2ccnc2)c2c1CCCC2	/	i	-9%	0%	4%
O=C(O)c1ccc2noc(-c3ccccc3)c2c1	26%	8.5%	2%	-3%	-5%
Cc1ccc2c(O)c(Cc3ccccc3)c(=O)[nH]c2n1	/	1.2%	-9%	/	/
CCOC(=O)c1c(C)[nH]c(C(=O)NNC(=O)c2ccccc2F)c1C	10%	0.9%	2%	-9%	/
CCOC(=O)N1CCN(CCC(=O)Nc2cccc(C)c2)CC1	-4%	i	21%	1%	-3%
N#Cc1cc2c(nc1SCC(=O)N1CCCCC1)CCCCC2	0%	3.2%	3%	-4%	2%
CCCCC(=O)NC(=S)Nc1ccccc1N1CCCCC1	66%	i	0%	?	-6%
CC(C)C(c1nnnn1C1CCCC1)N1CCc2ccccc21 (centres undefined)	0%	i	-1%	-1%	10%
CNC(=S)NN=C(C)c1ccc(OC)cc1O	/	1.2%	7%	/	/
Cc1[nH]c2ccccc2c1[C@H]1[C@@H](CC#N)C1(C)C	29%	i	5%	-2%	-16%	VEEV TC-83 Vero 10K pilot screen=0.9
Cc1ccc(S(=O)(=O)N2CCCCC2)cc1NC(=O)C1CC(=O)N(Cc2ccco2)C1 (centres undefined)	8%	1.6%	-1%	1%	/
CC(C)(C)NC(=O)CCSc1nnc(-c2ccco2)o1	71%	1.3%	-3%	-1%	-1%
O=S(=O)(Nc1ccc(F)cc1)c1ccc(NS(=O)(=O)c2cccs2)cc1	5%	4.2%	-3%	2%	2%
CN(Cc1ccccc1)S(=O)(=O)c1ccc2[nH]c(=O)ccc2c1	17%	1.3%	3%	-1%	7%	VEEV TC-83 Vero 10K pilot screen=0.5
COC(=O)c1cccc(NC(=O)c2ccc(OC)c(Cl)c2)c1	61%	13%	5%	1%	0%
CCOC(=O)N1CCC(Nc2c(-c3ccc(C)c(C)c3)c(=O)c2=O)CC1	16%	7.7%	-6%	10%	0%
COc1ccc(S(=O)(=O)N2CCCCC2)cc1NC(=O)Cn1cnc2c1c(=O)n(C)c(=O)n2C	4%	4.4%	0%	2%	/
CCN1CCCc2cc(CN(CCN3CCOCC3)C(=S)Nc3cccc(C)c3)ccc21	24%	i	21%	1%	3%

Among those listed so far, 4 contain a furan ring, fused or not.
SMILES	M. tuberculosis	VEEV TC-83 Vero	H1N1 NS1A inhibition	M. tuberculosis HTS	Salmonella PhoP GFP	others
CCc1nc(Nc2ccc(F)cc2)c2oc3ccccc3c2n1	25%	6.1%	-24%	55%	6%
Cc1ccc(NC(=O)CCC(=O)NNC(=O)c2ccco2)cc1C	64%	3.9%	-1%	?	-1%
Cc1ccc(S(=O)(=O)N2CCCCC2)cc1NC(=O)C1CC(=O)N(Cc2ccco2)C1 (centres undefined)	8%	1.6%	-1%	1%	/
CC(C)(C)NC(=O)CCSc1nnc(-c2ccco2)o1	71%	1.3%	-3%	-1%	-1%

The list goes on:
SMILES	M. tuberculosis	VEEV TC-83 Vero	H1N1 NS1A inhibition	M. tuberculosis HTS	Salmonella PhoP GFP	others
N#Cc1nc(-c2ccco2)oc1NCc1ccc(F)cc1	14%	0.5%	-10%	0%	-7%
COC(=O)/C=C/c1ccccc1CN1[C@@H](CC(=O)OC)c2ccccc2S1(=O)=O	-9%	0.9%	9%	-1%	/
CCOC(=O)c1nn(-c2ccc([N+](=O)[O-])cc2)cc1O	3%	0.5%	15%	3%	-4%
CCn1c(=O)c2ccccc2n2c(SCC(=O)NCc3cccs3)nnc12	1%	2.5%	-2%	-4%	-10%
CCCN1CCN(CCCNC(=O)Cn2cc3c(n2)CCCC3)CC1	-14%	0.8%	-2%	-1%	-9%
CCOc1ccc(N=C(NC#N)SCC(=O)NC2CC2)cc1	51%	i	10%	98%	10%
Nc1nc(Nc2cccc(Cl)c2)nc(NCCO)c1[N+](=O)[O-]	53%	11%	-4%	?	11%
CCOc1c(C)cnc2c1c(=O)n(CC(=O)NCC1CCCO1)c(=O)n2C (centres undefined)	-7%	i	-8%	-3%	-2%
CC(=O)c1cccc(N=Nc2c(C)[nH]c3ccccc23)c1	15%	8.8%	5%	12%	-5%
COc1cccc(SCc2noc(C(=O)NCc3ccccc3)c2C(=O)NCc2ccccc2)c1	2%	0.6%	-10%	-4%	12%
CCN(CC)S(=O)(=O)c1ccc(N/N=C/c2ccccc2OCC(=O)O)c([N+](=O)[O-])c1	20%	0.2%	19%	4%	3%
CCN1C(=O)[C@@H]2[C@H](C1=O)[C@@H]1C(=O)Nc3ccccc3C(=O)N1[C@@H]2c1ccc(OC)cc1	-4%	i	-2%	0%	-24%	VEEV TC-83 Vero 10K pilot screen=1.3
O=C(CN(C(=O)c1ccccc1Cl)N1C(=O)CCCC1=O)c1ccc(Cl)cc1	2%	i	-5%	2%	7%
CCCC(c1nnnn1C(C)(C)CC)N1CCN(C2CCCC2)CC1 (centres undefined)	-3%	0.1%	0%	-2%	-9%
CC(=O)c1c(C)[nH]c(C(=O)OCc2ccccc2F)c1C	30%	5.3%	2%	1%	5%
O=C1[C@H](Oc2ccccc2)[C@@H](c2ccccc2)N1c1ccncc1	/	1.6%	-22%	/	/
COc1cccc(CNCc2cccc(OC)c2O)c1O	/	2.1%	1%	/	/
O=C(CNC(=O)c1ccccc1Cl)N/N=C/c1ccc([N+](=O)[O-])s1	i	i	-5%	?	-12%
O=c1[nH]c(O)c(N=Nc2ccc3c(c2)OCCO3)c(=O)[nH]1	25%	3.2%	8%	3%	1%
O=C1Nc2ccccc2SC1c1ccccc1 (centres undefined)	23%	0.7%	-19%	12%	12%
Cc1ccc2[nH]c(=O)c(CN(Cc3ccco3)C(=O)CN3CCCC(C)C3)cc2c1 (centres undefined)	0%	1.4%	-5%	3%	6%
NC(=O)c1ccc(Oc2cccc3cccnc23)c([N+](=O)[O-])c1	-5%	1.9%	-6%	2%	4%
COc1ccc(NS(=O)(=O)c2ccc(N3C(=O)CCC3=O)cc2)cc1	-2%	2.7%	-8%	-3%	5%
Cc1ccc(C)c(NC(=O)C2CCCN2/C=C/C(=O)C(F)(F)F)c1 (centres undefined)	3%	0.8%	-13%	-1%	-8%
Cc1ccc(C)c(Oc2coc3cc(OC(=O)c4cccs4)ccc3c2=O)c1	74%	0.5%	-2%	3%	6%
COc1ccccc1NC(=O)Nc1nc(CC(=O)Nc2ccc(F)c(F)c2)cs1	28%	8.7%	-6%	42%	0%
c1ccc(-n2cnnc2SCc2cn3ccccc3n2)cc1	-19%	1.1%	-12%	-6%	-7%
O=C(NN1C(=O)c2ccccc2NC1c1ccoc1)c1ccccc1 (centres undefined)	-6%	0.9%	-11%	4%	-19%
